PolyA inhibitor – yeast polyadenylation inhibition. S. cerevisiae SKY197-pL101 polyadenylation reporter, beta-gal luminescence; efflux-impaired pdr1/pdr3 knockout yeast; score 100 = 6 SD above DMSO. calls only at 12 µM. hit rate 0.02% among 300,000;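 active means lowest replicate activity score at least 50, where 100 means six control SD above control mean; inconclusive means lowest score under 50 but half or more replicates reach 50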;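 further: yeast exposed to compound for 9 h at 30 °C; higher score means more reporter readthrough which indicates perturbed polyadenylation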
RGS4 act – potentiators or activators of RGS4. B-score at 10 µM. HEK293 M3R/inducible RGS4, carbachol calcium flux Fluo4; hits give low values. hit rate 0.92% among 310,000;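 active means B-score of the integrated calcium signal more than 4 SD below the library mean, with starting fluorescence not abnormally high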;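 further: negative B-score means reduced calcium response which marks RGS4 activation or potentiation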
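System: HEK293 FlpIn-TREx cells, stable M3R, doxycycline-inducible RGS4. Timing: overnight RGS4 induction, 30 min dye load 37 °C, 20 min compound RT. Also added: carbachol, ECmax concentration. Measured by: Fluo4 fluorescence kinetic imaging of calcium. Evaluation: integrated calcium ratio converted to B score.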
KCNQ1 inh – human KCNQ1 channel inhibition | hit rate 1.3% among 310,000 | B-score at 10 µM | CHO-K1 KCNQ1, FluxOR thallium flux fluorescence; hits give high values | P51787;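 active means compounds whose thallium flux B-score, printed positive for inhibition, exceeds three library SD while starting fluorescence stays within three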;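 further: channel opened by potassium depolarization with thallium stimulus after 20 min compound exposure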
KCNK9 block – blocks the human KCNK9 two-pore domain potassium channel. B-score at 10 µM. HEK293 KCNK9, FluxOR thallium flux fluorescence; hits give low values. hit rate 1.2% among 310,000. Q9NPC2;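 active means ratio B-score over 3 SD below the library mean, with starting fluorescence within 5 SD of its mean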;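 further: negative B-score means less thallium flux so channel inhibition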
GSK3 alpha inh – human GSK-3 alpha kinase inhibition; P49840; ADP-Glo luminescence, 60 min; inhibition, % at 10 µM; hit rate 0.1% among 320,000;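 in the data active means inhibition above about 50%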;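 further: GST-tagged GSK-3 alpha with peptide substrate and 25 µM ATP; 0% = DMSO neutral wells and 100% = GW8510 positive control wells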
hERG rescue – shields human hERG channel from block by proarrhythmic agents | Q12809 | AID 1511 | activation (rescue from dofetilide block), less the hit threshold, % at 10 µM | CHO-hERG, FluxOR thallium flux, dofetilide IC70 present | hit rate 0.51% among 310,000;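 active means activation above the mean of controls blocked by dofetilide plus 5 SD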;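 further: thallium influx through hERG after potassium depolarization seen as dye fluorescence rise; in these data hits start at about 4.7%; inactives centre near -7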
Target sequence (Q12809 whole entry, looked up): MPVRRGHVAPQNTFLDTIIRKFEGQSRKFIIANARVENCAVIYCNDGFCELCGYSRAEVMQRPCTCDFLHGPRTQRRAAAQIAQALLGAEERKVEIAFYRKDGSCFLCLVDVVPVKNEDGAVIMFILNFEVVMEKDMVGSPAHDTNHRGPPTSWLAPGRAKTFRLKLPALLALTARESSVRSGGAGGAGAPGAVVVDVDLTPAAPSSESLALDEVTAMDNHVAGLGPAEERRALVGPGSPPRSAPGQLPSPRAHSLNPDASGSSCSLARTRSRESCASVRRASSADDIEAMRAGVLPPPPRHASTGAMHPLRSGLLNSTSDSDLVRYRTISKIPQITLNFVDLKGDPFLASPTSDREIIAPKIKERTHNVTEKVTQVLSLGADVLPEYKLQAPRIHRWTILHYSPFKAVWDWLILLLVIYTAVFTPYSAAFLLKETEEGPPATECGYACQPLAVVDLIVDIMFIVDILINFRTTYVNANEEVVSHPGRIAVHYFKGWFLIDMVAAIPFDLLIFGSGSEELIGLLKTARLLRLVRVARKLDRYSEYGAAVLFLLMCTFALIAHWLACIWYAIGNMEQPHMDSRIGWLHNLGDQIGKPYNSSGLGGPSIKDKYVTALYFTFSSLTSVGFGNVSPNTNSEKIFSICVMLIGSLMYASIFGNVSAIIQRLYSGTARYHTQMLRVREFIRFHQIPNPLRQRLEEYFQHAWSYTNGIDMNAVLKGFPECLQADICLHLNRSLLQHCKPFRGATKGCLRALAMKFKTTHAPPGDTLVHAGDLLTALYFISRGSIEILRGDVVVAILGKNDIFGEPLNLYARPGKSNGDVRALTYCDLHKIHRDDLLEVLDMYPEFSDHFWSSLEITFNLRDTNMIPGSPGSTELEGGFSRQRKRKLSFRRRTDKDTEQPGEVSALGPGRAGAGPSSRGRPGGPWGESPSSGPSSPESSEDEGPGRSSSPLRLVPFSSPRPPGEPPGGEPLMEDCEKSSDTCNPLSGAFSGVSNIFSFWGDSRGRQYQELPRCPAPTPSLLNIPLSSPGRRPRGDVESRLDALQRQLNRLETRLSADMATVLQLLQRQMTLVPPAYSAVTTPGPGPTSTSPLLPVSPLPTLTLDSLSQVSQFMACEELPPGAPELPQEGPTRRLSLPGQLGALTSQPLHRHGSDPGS
KCNK3 block – human KCNK3 channel inhibition, primary screen; B-score at 10 µM; CHO-KCNK3 thallium flux, FluxOR fluorescence; hits give low values; hit rate 0.84% among 340,000;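 active means B-score under library mean minus 4 SD, starting fluorescence ratio at most library mean plus 5 SD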;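 further: more negative B-score means stronger inhibition of thallium flux through KCNK3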
DYRK1A inh – inhibitors of rat Dyrk1A kinase; ADP-Glo luminescence, NFATc1 peptide; AID 504441; Q63470; hit rate 0.43% among 310,000; inhibition, % at 12.5 µM; in the data active means inhibition above about 50%;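 further: plate controls were vehicle with enzyme for no effect and no enzyme for full effect; many of its hits are not listed in these tables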
GSK3B inh – inhibitors of human GSK3beta kinase | GST-GSK3beta kinase, ADP-Glo luminescence, 60 min; hits give low values | hit rate 0.038% among 300,000 | P49841 | activity score (negative = inhibition), % at 10 µM;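 active means more than half of replicate wells score below -50%, meaning over 50% inhibition versus plate controls; inconclusive means some replicates but at most half score below -50%; inactive means no replicate scores below -50%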;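 further: 0% = median DMSO wells and -100% = median GW8510 positive control wells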
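Test system – GST-tagged human GSK3beta kinase, cell-free · Incubation – 60 min enzyme reaction, room temperature · Signal – ADP-Glo luminescence · Also added – peptide substrate and ATP at 25 µM · Controls – DMSO neutral wells and GW8510 at 20 µM as positive · Buffer or medium – Tris/MgCl2 kinase buffer · Measure – Luminescence-derived activity versus plate DMSO and GW8510 wells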
KCNQ1 act – human KCNQ1 channel potentiation or activation | B-score at 10 µM | CHO-K1 KCNQ1, thallium flux FluxOR fluorescence; hits give high values | hit rate 0.35% among 310,000 | P51787;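 active means fluorescence ratio B-score, a plate-corrected score, at least three library SD, with initial intensity B-score within 5 SD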
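System: Stable KCNQ1 CHO-K1 line | Incubation: 90 min dye loading and 20 min compound exposure, both at room temperature | Measure: Ratio B score | Medium: Assay buffer for compound exposure, DMSO matched across wells | Compound dosing: Single-concentration screen | Probe or stimulus: K+/Tl+ depolarizing stimulus | Measured by: Kinetic FluxOR fluorescence, 10 s baseline plus 110 s post-stimulus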
HDAC3 inhib – blocks human histone deacetylase 3; recombinant HDAC3, fluorogenic peptide/trypsin coupled, fluorescence; inhibition, % at 8.3 µM; hit rate 0.15% among 320,000; AID 2718; in the data active means inhibition above about 26%, passing the limit was not always enough; inconclusive means no clear call, values can overlap the other calls
* marks the source's active call; other numbers are inactive results; i = inactive; ? = inconclusive; / = not tested or not shown. Not all compounds are listed, so the mix of outcomes need not match the whole.

Results follow in this order: PolyA inhibitor, RGS4 act, KCNQ1 inh, KCNK9 block, GSK3 alpha inh, hERG rescue, KCNK3 block, DYRK1A inh, GSK3B inh, KCNQ1 act, HDAC3 inhib
- O=C(CCN1C(=O)/C(=C/c2ccc(Cl)cc2)SC1=S)Nc1cccc(C(=O)O)c1
    i, i, i, i, -1, -6, i, -2, -5, i, -2
- O=C(CCS(=O)(=O)Cc1ccccc1)Nc1nc2c(s1)CCCC2
    i, -11*, i, i, -1, -6, i, 0, -7, i, 1
- COc1ccc(Cc2nnc(NC(=O)c3ccc(C)cc3)s2)cc1OC
    i, i, i, i, -1, -3, i, -4, 3, i, -1
- COc1ccc(C)cc1NC(=O)Nc1ccc(C(=O)N2CCCC2)cc1
    i, i, i, i, 0, -3, i, -3, 3, i, 1
- COc1ccccc1NS(=O)(=O)c1cc(NC(=O)CNC(=O)c2cc(C)cc(C)c2)ccc1C
    i, i, i, i, 1, -8, i, 4, 1, i, -5
- COc1ccc(CCC(=O)NCc2ccc3c(c2)OCO3)cc1
    i, i, i, i, -2, -5, i, 0, 0, i, -4
- O=C(O/N=C1\CCCc2ccccc21)c1cccs1
    i, i, i, i, 0, -13, i, /, -1, i, 1
- O=C(N/N=C/c1ccc([N+](=O)[O-])o1)C(O)c1ccccc1 (configuration not stated)
    i, i, i, i, -1, -6, i, /, -1, i, -3
- CC(=O)C[C@H]1c2cc(C(F)(F)F)ccc2S(=O)(=O)N1C1CCCC1
    i, i, i, i, 7, -4, i, 35, -3, i, -1
- OC(CCCN1CCCCC1)(c1ccccc1)c1ccccc1
    i, i, i, i, -5, -4, i, -2, 3, i, -2
- Cc1cc(C)nc(SCC(=O)Nc2ccc(S(=O)(=O)NCCO)cc2)n1
    i, i, i, i, /, -8, i, 2, 2, i, /
- COC(CNS(=O)(=O)c1ccc(S(=O)(=O)NC2CC2)cc1)OC
    i, i, i, i, 3, -8, i, -6, -2, i, 9
- COc1ccc(OCc2nnc(SCC(=O)N3CCCc4ccccc43)n2-c2ccc(C)cc2)cc1
    i, i, i, i, -2, -9, i, 7, 5, i, 8
- Cn1c2c(c(=O)n(C)c1=O)C(c1ccc(Cl)cc1)C(C#N)=C(N)O2 (configuration not stated)
    i, i, i, i, 0, -7, i, -6, -1, i, 2
- CCCCCCCCC(=O)N/N=C(\C)c1cccnc1
    i, i, i, i, 0, -13, i, -10, 1, i, 7
- CCOc1cc(NC(=O)c2ccco2)c(OCC)cc1NC(=O)COc1ccccc1C
    i, i, i, i, -1, -13, i, 5, 0, i, 0
- COc1cc(NC(=O)c2ccccc2)c(OC)cc1NC(=O)Cc1cccs1
    i, i, i, i, -4, -1, i, -2, -1, i, -3
- COc1cccc(S(=O)(=O)NCC(=O)Nc2ccc(C(C)(C)C)cc2)c1
    i, i, i, i, -2, -10, i, -1, -1, i, -2
- CN=C1S/C(=C\c2cccc(Cl)c2Cl)C(=O)N1C
    i, i, i, i, 4, -11, i, /, -2, i, -2
- CCOc1ccc(N2CC(C(=O)NC(C)C)CC2=O)cc1 (configuration not stated)
    i, i, i, i, -2, 0, i, -2, 2, i, -9

Sorted by SMILES length (high to low): twelve of the compounds above.
Results follow in this order: PolyA inhibitor, RGS4 act, KCNQ1 inh, KCNK9 block, GSK3 alpha inh, hERG rescue, KCNK3 block, DYRK1A inh, GSK3B inh, KCNQ1 act, HDAC3 inhib
- COc1ccccc1NS(=O)(=O)c1cc(NC(=O)CNC(=O)c2cc(C)cc(C)c2)ccc1C
    i, i, i, i, 1, -8, i, 4, 1, i, -5
- O=C(CCN1C(=O)/C(=C/c2ccc(Cl)cc2)SC1=S)Nc1cccc(C(=O)O)c1
    i, i, i, i, -1, -6, i, -2, -5, i, -2
- CC(=O)C[C@H]1c2cc(C(F)(F)F)ccc2S(=O)(=O)N1C1CCCC1
    i, i, i, i, 7, -4, i, 35, -3, i, -1
- CCOc1cc(NC(=O)c2ccco2)c(OCC)cc1NC(=O)COc1ccccc1C
    i, i, i, i, -1, -13, i, 5, 0, i, 0
- COc1cccc(S(=O)(=O)NCC(=O)Nc2ccc(C(C)(C)C)cc2)c1
    i, i, i, i, -2, -10, i, -1, -1, i, -2
- O=C(N/N=C/c1ccc([N+](=O)[O-])o1)C(O)c1ccccc1 (configuration not stated)
    i, i, i, i, -1, -6, i, /, -1, i, -3
- COC(CNS(=O)(=O)c1ccc(S(=O)(=O)NC2CC2)cc1)OC
    i, i, i, i, 3, -8, i, -6, -2, i, 9
- COc1ccc(C)cc1NC(=O)Nc1ccc(C(=O)N2CCCC2)cc1
    i, i, i, i, 0, -3, i, -3, 3, i, 1
- COc1ccc(Cc2nnc(NC(=O)c3ccc(C)cc3)s2)cc1OC
    i, i, i, i, -1, -3, i, -4, 3, i, -1
- COc1ccc(CCC(=O)NCc2ccc3c(c2)OCO3)cc1
    i, i, i, i, -2, -5, i, 0, 0, i, -4
- CCOc1ccc(N2CC(C(=O)NC(C)C)CC2=O)cc1 (configuration not stated)
    i, i, i, i, -2, 0, i, -2, 2, i, -9
- OC(CCCN1CCCCC1)(c1ccccc1)c1ccccc1
    i, i, i, i, -5, -4, i, -2, 3, i, -2

(next part)
Results follow in this order: PolyA inhibitor, RGS4 act, KCNQ1 inh, KCNK9 block, GSK3 alpha inh, hERG rescue, KCNK3 block, DYRK1A inh, GSK3B inh, KCNQ1 act, HDAC3 inhib
- CC1CCc2cc(F)ccc2N1C(=O)c1cc2nc(-c3ccco3)cc(C(F)(F)F)n2n1 (configuration not stated)
    i, i, i, i, -2, -8, i, 8, -6, i, 12
- CCOc1ccc(NC(=O)Cn2c(=O)n(CCCC(=O)NC3CCN(Cc4ccccc4)CC3)c(=O)c3ccccc32)cc1
    i, i, i, i, -1, -7, i, 1, 2, i, 0
- O=C(c1ccc(Br)o1)N1CCN(c2ncccn2)CC1
    i, i, i, i, 13, -1, i, -1, -1, i, -8
- O=C(CSc1ncn[nH]1)Nc1ccc(OCc2ccccc2)cc1
    i, i, i, i, 1, -5, i, -4, 1, i, 16
- O=C(NCC(=O)N(Cc1ccccc1)C(C(=O)NCC1CCCO1)c1ccccc1)c1ccco1 (configuration not stated)
    i, i, i, i, 0, -20, i, 0, -11, i, -5
- CC(CNC(=O)CCc1nnc(CCC2CCCCC2)o1)c1ccccc1 (configuration not stated)
    i, i, i, i, -5, -5, i, 3, -3, i, 3
- CCn1cc(/C=C(\NC(=O)c2ccccc2OC)C(=O)N2CCN(C)CC2)c2ccccc21
    i, i, i, i, -1, -7, i, /, 1, i, ?
- Cc1cccc(CN2CCN(c3ncccn3)CC2)c1
    i, i, i, i, -1, 2, i, -4, 4, i, 1
- Cc1ccc(OCCOc2cccc(/C=N/NC(N)=O)c2)cc1
    i, i, i, i, 0, -7, i, -5, -1, i, -8
- CCOC(=O)c1cccc(NC(=O)CN(c2ccc(OC)cc2)S(=O)(=O)c2c(C)noc2C)c1
    i, i, i, i, -33, -11, i, 2, -2, i, 0
- CSc1nnc(N(CCC#N)CCC#N)s1
    i, i, i, i, -1, -3, i, 2, -4, i, 1
- O=C(Nc1ccccc1)c1ccccc1OCc1ccc(S(=O)(=O)N2CCOCC2)cc1
    i, i, i, i, 5, -6, i, -2, 1, i, -1
- CC(C)CNC(=O)COC(=O)CCC(=O)c1cccs1
    i, i, i, i, -1, -4, i, 0, -1, i, 5
- COc1cc(O)sc1C=Nc1ccc(Cl)cc1Cl
    i, i, i, i, -1, -3, i, -7, 4, i, -1
- CCn1nnc(NC(=O)CSc2ccc(Cl)cc2)n1
    i, i, i, i, -2, -11, i, 3, 0, i, 4
- C=CCNC(=S)Nc1cccc([N+](=O)[O-])c1
    i, i, i, i, 12, -6, i, -7, -5, i, /
- Nn1c(SCC(=O)NC2CCS(=O)(=O)C2)nnc1-c1cccs1 (configuration not stated)
    i, i, i, i, -3, -4, i, -10, 2, i, /
- CCN(CC)S(=O)(=O)c1ccc(C(=O)OCC(=O)NC2CCCC2)cc1
    i, i, i, i, -1, -4, i, -3, -2, i, 1
- O=C(O)c1ccc(S(=O)(=O)N(Cc2ccccc2)C2CCCCC2)cc1
    i, i, i, i, -3, -1, i, -3, 1, i, -5
- Cc1[nH]n(C)c(=O)c1C(=O)c1c(-c2c(Cl)cccc2Cl)noc1C
    i, i, i, i, 1, -10, i, -3, -1, i, -2

Further structures follow.
Results follow in this order: PolyA inhibitor, RGS4 act, KCNQ1 inh, KCNK9 block, GSK3 alpha inh, hERG rescue, KCNK3 block, DYRK1A inh, GSK3B inh, KCNQ1 act, HDAC3 inhib
- Cc1ccc(C(=O)Oc2cccc(-n3cnnn3)c2)cc1
    i, i, i, i, -1, -18, i, -4, 2, i, 1
- COc1ccc(N=C2C(=Nc3ccc(OC)cc3)N(c3ccc(OC)cc3)C(=S)N2C(=O)c2ccc(OC)cc2)cc1
    i, i, i, i, 0, -9, i, -4, 4, i, 4
- Cc1ccc(C)c(N2CCN(C(=S)NC3CCCCC3)CC2)c1
    i, i, i, i, -2, -3, i, -7, 1, i, -2
- CC/C(C)=N/Nc1nc(-c2cc3cccc(OC)c3oc2=O)cs1
    i, i, i, i, 0, -13, i, 0, -2, i, 0
- O=S(=O)(c1cccc(-c2nnco2)c1)N1CCOCC1
    i, i, i, i, 0, 2, i, -4, -3, i, 5
- Nc1c(C(=O)NC23CC4CC(CC(C4)C2)C3)sc2nc3c(c(C(F)(F)F)c12)CCC3
    i, i, i, i, -1, -16, i, /, 0, i, -7
- Cc1cc(C(=O)Nc2cccnc2)on1
    i, i, i, i, -1, -6, i, 2, 1, i, -2
- CC1(C)Cc2c(C#N)c(NCCN3CCOCC3)nc(-c3ccccc3)c2CO1
    i, i, i, i, 0, -13, i, 0, -1, i, 1
- COC(=O)c1ccc(CSc2nc(N3CCOCC3)c3c(c2C#N)CC(C)(C)OC3)o1
    i, i, i, i, -2, -6, i, 10, 1, i, -1
- CCOc1cc(/C=C2/C(=N)N3C(=NC2=O)SN=C3S(C)(=O)=O)ccc1OC(=O)c1ccco1
    i, i, i, i, 5, -26, i, /, 3, i, 4
- CCN(CC)S(=O)(=O)c1ccc(C(=O)C(C#N)c2ccccn2)cc1 (configuration not stated)
    i, i, i, i, -2, -3, i, /, -3, i, -3

Screens deposited in PubChem BioAssay by several laboratories.
